# Assay outcomes deposited in PubChem by National Center for Advancing Translational Sciences (NCATS).
# D1 antag = Antagonist of Human D 1 Dopamine Receptor: qHTS | HEK293 TREx D1 cells, calcium flux, dopamine EC80; hits give low values | D(1A) dopamine receptor (Homo sapiens), P21728 | AID 504652, 2011 | activity change, negative = inhibition, % at 10 µM | 3.2% of 360,000 active; in the data active = activity change below about -30%; also: % is scaled to controls: 0 for no effect and ±100 for the full control effect
#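 Antagonism measured as reduced calcium response to an EC80 dopamine addition following 180 s compound pre-read; cells were inducible HEK293 Trex D1 plated overnight at 30 C, read kinetically at 1 cycle/sec.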
# Vif-A3G inh = qHTS for Inhibitors of Vif-A3G Interactions: qHTS; DNA dC->dU-editing enzyme APOBEC-3G (Homo sapiens), Q9HC16; 0.076% of 410,000 active; Potency, µM (top dose mostly 46.1 µM), without a hit: top-dose activity, negative = active, usual class: inhibitors; HeLa A3G-eYFP + Vif (tagged APOBEC3G with the HIV-1 protein that degrades it), YFP fluorescence, overnight; AID 602310, 2012;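 also: potency is read from the fitted curve at half-maximal effect; % is scaled to controls: 0 for no effect and ±100 for the full control effect; nearly all actives have a fitted effect of over 60% in size; hits raise eYFP signal because A3G escapes Vif-driven loss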
# Target sequence (Q9HC16 whole entry, looked up): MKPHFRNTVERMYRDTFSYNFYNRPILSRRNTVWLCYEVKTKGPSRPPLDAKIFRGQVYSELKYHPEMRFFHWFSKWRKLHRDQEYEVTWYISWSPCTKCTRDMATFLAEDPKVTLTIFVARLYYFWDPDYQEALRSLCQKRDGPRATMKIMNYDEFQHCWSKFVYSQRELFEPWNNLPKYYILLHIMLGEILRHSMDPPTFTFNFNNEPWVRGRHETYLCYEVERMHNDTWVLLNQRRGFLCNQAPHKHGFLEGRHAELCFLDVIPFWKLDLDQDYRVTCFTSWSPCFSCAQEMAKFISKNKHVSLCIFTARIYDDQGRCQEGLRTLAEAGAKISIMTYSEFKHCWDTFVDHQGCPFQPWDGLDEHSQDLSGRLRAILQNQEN
#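 Read-out is eYFP fluorescence (Ex 488/Em 500-530) from Vif-expressing HeLa A3G-eYFP cells; more signal means A3G escaped Vif-mediated degradation. Cells plated overnight, compound pinned in, incubated overnight at 37 deg C.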
# D2 potentiator = HTS Assay for Positive Allosteric Modulators of the Human D2 Dopamine Receptor: Primary Screen for Potentiators; D(2) dopamine receptor (Homo sapiens), P14416; HEK293 T-REx D2, calcium flux, EC20 dopamine potentiation; potentiation, % at 10 µM; 0.34% of 340,000 active; AID 485347, 2010;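 active = potentiation over 3 SD above the plate norm, cut at about 30% in these data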; also: 0% is about no effect
#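 Calcium flux readout, no-wash dye, 1 read/s. Inducible HEK293 Trex D2 line, overnight 30 C. Compound alone 180 s (agonist flags), then EC20 dopamine, another 180 s to score potentiation.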
# RXFP1 antagonist = qHTS Assay for Antagonists of the Relaxin Receptor RXFP1; 0.59% of 350,000 active; activity change, negative = inhibition, % at 57.5 µM; Relaxin receptor 1 (Homo sapiens), Q9HBX9; HEK293-RXFP1, relaxin-stimulated cAMP HTRF, 30 min; hits give low values;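 active = activity change of -60% or lower, but not beyond a set lower limit; inconclusive = change between -60% and -40%, or beyond the set limit; inactive = change above -40%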; also: % is scaled to controls: 0 for no effect and ±100 for the full control effect
# Target sequence (Q9HBX9 whole entry, looked up): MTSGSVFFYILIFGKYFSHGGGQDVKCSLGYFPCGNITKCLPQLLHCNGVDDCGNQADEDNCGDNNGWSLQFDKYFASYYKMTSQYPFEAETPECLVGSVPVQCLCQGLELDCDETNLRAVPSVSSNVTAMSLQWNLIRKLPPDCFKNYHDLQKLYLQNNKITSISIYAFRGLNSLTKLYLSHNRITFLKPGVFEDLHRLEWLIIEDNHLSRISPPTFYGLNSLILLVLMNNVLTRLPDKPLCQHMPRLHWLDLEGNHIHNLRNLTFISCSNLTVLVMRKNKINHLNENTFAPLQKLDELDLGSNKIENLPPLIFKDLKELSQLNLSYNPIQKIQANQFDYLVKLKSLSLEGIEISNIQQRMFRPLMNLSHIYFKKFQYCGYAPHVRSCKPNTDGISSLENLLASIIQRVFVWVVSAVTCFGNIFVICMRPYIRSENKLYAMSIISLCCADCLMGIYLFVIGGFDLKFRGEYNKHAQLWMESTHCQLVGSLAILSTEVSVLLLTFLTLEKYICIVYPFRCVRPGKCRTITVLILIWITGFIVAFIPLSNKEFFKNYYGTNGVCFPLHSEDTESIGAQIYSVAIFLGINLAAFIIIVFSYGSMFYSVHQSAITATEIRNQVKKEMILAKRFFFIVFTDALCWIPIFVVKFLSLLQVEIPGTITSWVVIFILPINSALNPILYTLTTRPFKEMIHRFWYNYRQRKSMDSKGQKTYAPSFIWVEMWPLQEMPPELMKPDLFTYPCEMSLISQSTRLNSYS
# D1 agonist = Allosteric Agonists of the Human D1 Dopamine Receptor: qHTS; D(1A) dopamine receptor (Homo sapiens), P21728; HEK293 T-REx D1 cells, calcium flux, agonist mode; 1% of 360,000 active; AID 504660, 2011; activation, % at 2 µM; in the data active = activation above about 30%; also: 0% is about no effect
#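 Agonism was scored from calcium flux recorded over 180 s (1 read/s) after pintool compound addition, following a 10-cycle baseline. Cells were inducible force-coupled HEK293 TREx D1, plated overnight at 30 C and loaded with no-wash calcium dye.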
# Glioma ERSR ind = qHTS for Inducers of the Endoplasmic Reticulum Stress Response (ERSR) in Human Glioma: qHTS; U87-MG GRP78 promoter luciferase reporter, 16 h; Potency, µM, without a hit: at the top dose activation, hits mostly activators; 0.02% of 420,000 active; AID 602332, 2012; also: potency is read from the fitted curve at half-maximal effect; series mostly up to about 76 µM; % of control where 0% means no effect; nearly all actives have a fitted effect of over 35% in size
#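 Stably transfected U87-MG human glioma cells carrying a GRP78-based luminescent sensor were seeded at 1000 cells/well, pin-dosed with compounds and incubated 16 h. Luciferase reagent was then added, and end-point luminescence was read after 10 min at room temperature.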
# D1 potentiator = Potentiators of Human D1 Dopamine Receptor: qHTS | 0.036% of 360,000 active | potentiation, % at 10 µM | AID 504651, 2011 | HEK293 TREx D1 cells, calcium flux, dopamine EC20 potentiation | D(1A) dopamine receptor (Homo sapiens), P21728; in the data active = potentiation above about 30%; also: 0% is about no effect
# RXFP1 ag = qHTS Assay for Agonists of the Relaxin Receptor RXFP1 | Relaxin receptor 1 (Homo sapiens), Q9HBX9 | HEK293T-RXFP1 cAMP TR-FRET, 30 min; response scale: percent of porcine relaxin response, buffer zero | Potency, µM (top dose mostly 57.5 µM), without a hit: at the top dose activation, actives largely listed as activators | 0.3% of 370,000 active | AID 2676, 2010; also: potency is read from the fitted curve at half-maximal effect; % is scaled to controls: 0 for no effect and ±100 for the full control effect; nearly all actives have a fitted effect of over 60% in size; many of its hits are not listed in these tables
#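 Agonist response is measured as cAMP accumulation in an RXFP1-transfected HEK293T line under PDE4 inhibition. Values are scaled between buffer-only and 29 nM porcine relaxin, and EC50s come from standard Hill equation fits.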
# Vif-A3F inh = qHTS for Inhibitors of Vif-A3F Interactions: qHTS; HeLa A3F-eYFP + Vif (tagged APOBEC3F with the HIV-1 protein that degrades it), YFP fluorescence increase; Potency, µM (highest dose often 46.1 µM), without a hit: top-dose activity, negative = active; 0.2% of 390,000 active; also: potency is read from the fitted curve at half-maximal effect; % of control where 0% means no effect; nearly all actives have a fitted effect of over 65% in size
#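 HeLa cells stably expressing A3F-eYFP plus Vif, plated and incubated overnight at 37 deg C, then exposed to compounds overnight at 37 deg C. Blocked degradation read as raised yellow fluorescence (Ex 488/Em 500-530).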
# * marks the source's active call; other numbers are inactive results; ? = inconclusive; . = not tested or not shown. Unless noted, calls follow the shape of the dose curve; as a rule, active = well fitted curve in the direction sought with a large enough effect; inconclusive = small, poorly fitted or top-dose-only effect, or another doubt; inactive = no such curve, though single readings can be large; an effect the other way counts as inactive or inconclusive.
[1] CC(C)Cn1c(=O)c2ccccc2n2c(-c3ccc(Br)cc3)nnc12
[2] CCCc1nnc(SCC(=O)Nc2ccc(OC)cc2)n1N
[3] CC(NC(=O)CC1Nc2ccccc2NC1=O)c1ccccc1 (stereo not given)
[4] N#Cc1ccsc1NC(=O)COC(=O)c1cc(Br)ccc1O
[5] CCCC(=O)Nc1ccc(NC(=O)c2cccc(OC)c2)nc1
[6] COc1ccc(S(=O)(=O)O)cc1P(=O)(c1ccccc1)c1ccccc1
[7] CCc1ccc(N2CC(C(=O)N3CCN(c4ccc([N+](=O)[O-])cc4)CC3)CC2=O)cc1 (stereo not given)
[8] COc1cc(C)nc(Oc2ccc(OCc3ccccc3)nn2)n1
[9] CCN(c1ccccc1)P(=O)(Nc1ccccc1)Nc1ccccc1
[10] Cc1nc(CNC(=O)c2ccccc2OC2CCN(S(C)(=O)=O)CC2)cs1

compound no. | 1 | 2 | 3 | 4 | 5 | 6 | 7 | 8 | 9 | 10
D1 antag | -7 | 6 | 21 | 1 | 35 | 20 | . | -3 | 0 | 1
Vif-A3G inh | 5% | -1% | -1% | 0% | -4% | 3% | 0% | 1% | -7% | 3%
D2 potentiator | -3 | -1 | -11 | -3 | 1 | -7 | . | 4 | 5 | 7
RXFP1 antagonist | 11 | 0 | -5 | -4 | 1 | -1 | 4 | 9 | 2 | 7
D1 agonist | 0 | 3 | 0 | 5 | 3 | 4 | . | 3 | 1 | 4
Glioma ERSR ind | -1% | -2% | 2% | 2% | 1% | -2% | -1% | -3% | -1% | -3%
D1 potentiator | -1 | 7 | 1 | -3 | 2 | -2 | . | -3 | 2 | -2
RXFP1 ag | -8.2% | 0.5% | -0.4% | ? | 2.8% | 0.4% | . | 1.0% | 4.5% | 0.9%
Vif-A3F inh | -5% | -9% | 9% | 5% | -5% | -2% | -2% | -2% | -7% | 3%

[11] CCOC(=O)C1=C(C)NC(=O)NC1c1ccc(OCC(=O)Nc2ccccc2)c(OC)c1 (stereo not given)
[12] COc1ccc(OCC(=O)N/N=C/c2cccn2-c2cccc(C(=O)O)c2)cc1
[13] CCN(Cc1ccccc1)C(=O)CC(=O)N(CC)Cc1ccccc1
[14] CC1=C(C(=O)N2CCOCC2)CC(CC(=O)NC2CC2)C(=O)N1Cc1ccccc1 (stereo not given)
[15] COCC(=O)Nc1ccc2c(c1)OCO2
[16] CCN1CCN(Cc2ccc(NC(=O)c3ccc(C)c(NC(=O)c4cc(-c5ccc(Br)cc5)n[nH]4)c3)cc2C(F)(F)F)CC1
[17] COc1cccc(C(=O)OC(C)CN2CCCC2)c1 (stereo not given)
[18] COc1ccc2nc(NC(=O)CCc3cc(OC)c(OC)c(OC)c3)sc2c1
[19] COCCCNC(=O)c1ccc2c(=O)n(C3CCCC3)c(=S)[nH]c2c1
[20] CCCCCCN1Cc2ccccc2C1

compound no. | 11 | 12 | 13 | 14 | 15 | 16 | 17 | 18 | 19 | 20
D1 antag | 1 | -9 | -17 | . | -2 | -5 | 2 | -3 | 2 | -8
Vif-A3G inh | -5% | 2% | 0% | -2% | 0% | -10% | -1% | -4% | -2% | 2%
D2 potentiator | -9 | 1 | 15 | . | 1 | -2 | . | 21 | 3 | -14
RXFP1 antagonist | . | 16 | 7 | 2 | -4 | . | -8 | -3 | ? | -5
D1 agonist | -2 | 3 | -1 | . | 3 | 3 | 3 | 1 | 3 | 3
Glioma ERSR ind | 0% | -1% | -4% | -5% | 0% | -12% | -3% | -8% | -1% | -4%
D1 potentiator | 15 | 0 | -6 | . | 0 | -1 | 0 | 10 | 1 | -7
RXFP1 ag | 0.0% | -0.6% | -0.6% | . | 0.1% | 3.5% | 0.6% | 2.0% | 0.1% | 2.6%
Vif-A3F inh | -4% | -4% | ? | -3% | -8% | 4% | 0% | 1% | 1% | 4%

# Profiles as entered above.
# CC(C)Cn1c(=O)c2ccccc2n2c(-c3ccc(Br)cc3)nnc12 as listed: D1 antag: -7; Vif-A3G inh: 5%; D2 potentiator: -3; RXFP1 antagonist: 11; D1 agonist: 0; Glioma ERSR ind: -1%; D1 potentiator: -1; RXFP1 ag: -8.2%; Vif-A3F inh: -5%
# CCN(Cc1ccccc1)C(=O)CC(=O)N(CC)Cc1ccccc1 as listed: D1 antag: -17; Vif-A3G inh: 0%; D2 potentiator: 15; RXFP1 antagonist: 7; D1 agonist: -1; Glioma ERSR ind: -4%; D1 potentiator: -6; RXFP1 ag: -0.6%; Vif-A3F inh: ?

# Next compounds follow:
[21] CC(C)N=C1NN=C(c2ccc(F)cc2)CS1
[22] COc1ccc(OC)c2c(C)cc(C)nc12
[23] COc1ccccc1C1CC(=O)NC(C)=C1C(=O)OC1CCCCCC1 (stereo not given)
[24] Cc1nn(CCC#N)c2nc(C(F)(F)F)[nH]c(=O)c12
[25] Cc1cc(S(=O)(=O)c2cc3ccc(O)c(C)c3oc2=O)ccc1F
[26] CCC(CC)CN1C(Nc2ccccc2)=NC[C@@H]1CC(C)C
[27] COC(=O)c1ccc(C2N=C(c3cccs3)CC(c3ccccc3O)N2)cc1 (stereo not given)
[28] Cc1ccc(C)c(S(=O)(=O)N2CCN(C(=O)c3ccc4ccccc4n3)CC2)c1
[29] CC1CC(C)CN(S(=O)(=O)c2ccc3c(c2)CCN3C(=O)C2CC2)C1 (stereo not given)
[30] O=C(NCCc1cccc(C(F)(F)F)c1)C1CCC(=O)N(C2CC2)C1 (stereo not given)

compound no. | 21 | 22 | 23 | 24 | 25 | 26 | 27 | 28 | 29 | 30
D1 antag | 38 | -8 | 6 | -10 | -30 | 6 | -7 | . | -20 | 0
Vif-A3G inh | -1% | 2% | -6% | -3% | 0% | 0% | -1% | 1% | 1% | -3%
D2 potentiator | -1 | 0 | 17 | 8 | 2 | -10 | 4 | 16 | -5 | 15
RXFP1 antagonist | -7 | 0 | . | 3 | -2 | . | -22 | -5 | 19 | 2
D1 agonist | 0 | 1 | 3 | 1 | 57* | 7 | 7 | 1 | 3 | 2
Glioma ERSR ind | -13% | 0% | -3% | -2% | -4% | -4% | ? | -4% | -2% | -3%
D1 potentiator | -8 | -5 | -2 | -1 | -8 | -7 | -8 | 4 | -3 | 1
RXFP1 ag | 1.2% | -0.5% | 0.6% | -0.9% | 5.3% | -0.1% | 1.5% | 2.2% | 1.1% | 0.6%
Vif-A3F inh | -1% | -1% | -9% | -3% | -1% | -3% | 6% | 3% | -2% | -5%

[31] CCc1ccccc1NC(=O)C1CCCN1S(=O)(=O)c1ccc(-c2ccc(=O)[nH]n2)s1 (stereo not given)
[32] CC1=C(C(=O)OCC(C)C)C(c2cccc(F)c2)N2C(=O)C(C)SC2=N1 (stereo not given)
[33] CC(C)(C)OC(=O)NCc1nc(N)n[nH]1
[34] CCOc1cc2[nH]c(=S)n(CCC(=O)NC3CCCCC3)c(=O)c2cc1OCC
[35] COc1ccc(Cl)cc1NC(=O)NCc1ccccn1
[36] COc1ccc(Cl)cc1NC(=O)C1CCCN(S(=O)(=O)c2cccc3nonc23)C1 (stereo not given)
[37] CCCCN1CC(C)(C)[C@H](CC(=O)NC)C1=O
[38] Cc1nc(-c2ccc(F)cc2)c(CC(=O)N2CCN(S(=O)(=O)c3ccc(F)cc3)CC2)s1
[39] O=C(N/N=C1/C(=O)c2cccc3cccc1c23)c1ccc(Cl)cc1
[40] COc1cccc(N2CCN(C(=O)c3cc4cc(Cl)ccc4[nH]3)CC2)c1

compound no. | 31 | 32 | 33 | 34 | 35 | 36 | 37 | 38 | 39 | 40
D1 antag | -5 | -10 | 39 | . | -19 | 8 | . | -25 | -3 | 0
Vif-A3G inh | -2% | 2% | -2% | 1% | 1% | -4% | 1% | 0% | -2% | -20%
D2 potentiator | 5 | 21 | . | . | -24 | 18 | . | 5 | -8 | 5
RXFP1 antagonist | 0 | -17 | -28 | -6 | 10 | . | -2 | -19 | -2 | -6
D1 agonist | 2 | 16 | 3 | . | 3 | 0 | . | 4 | 26 | 2
Glioma ERSR ind | -3% | -4% | -2% | 0% | -3% | -6% | -4% | -1% | -4% | 7%
D1 potentiator | 12 | 2 | -3 | . | -1 | -5 | . | 8 | 0 | -3
RXFP1 ag | 0.1% | 0.8% | 2.0% | . | 1.0% | 3.7% | . | -0.1% | -1.1% | 1.2%
Vif-A3F inh | -17% | 7% | -2% | -12% | 0% | ? | -10% | 2% | 3% | -4%

[41] COc1ccc2[nH]c3c(c2c1)CCN(C(=O)CCC1CCCC1)C3c1ccc(F)cc1 (stereo not given)
[42] CCOc1cc(/C=N/NS(=O)(=O)c2ccc(OC)cc2)ccc1OCCN1CCOCC1
[43] COc1cccc(OC)c1C(=O)N1CCN(Cc2ccccc2C)CC1
[44] CN(CC(=O)Nc1ncn[nH]1)S(=O)(=O)c1ccc(Br)cc1

compound no. | 41 | 42 | 43 | 44
D1 antag | -3 | 16 | 4 | 3
Vif-A3G inh | -9% | -1% | 0% | -4%
D2 potentiator | -1 | -4 | -3 | 8
RXFP1 antagonist | . | -7 | -1 | -8
D1 agonist | -1 | 0 | 2 | 4
Glioma ERSR ind | 6% | 0% | -1% | -5%
D1 potentiator | -2 | -3 | 5 | -3
RXFP1 ag | 0.0% | 2.2% | -0.2% | 1.3%
Vif-A3F inh | -6% | -1% | -5% | 0%

# Limited to D2 potentiator, D1 potentiator and Vif-A3F inh, for some of the entries so far:
cpd | Structure | D2 potentiator | D1 potentiator | Vif-A3F inh
41 | COc1ccc2[nH]c3c(c2c1)CCN(C(=O)CCC1CCCC1)C3c1ccc(F)cc1 (stereo not given) | -1 | -2 | -6%
42 | CCOc1cc(/C=N/NS(=O)(=O)c2ccc(OC)cc2)ccc1OCCN1CCOCC1 | -4 | -3 | -1%

# This is a subset. The share of hits here may be higher or lower than overall.
